# High-throughput results from PubChem.
# NALP1 inh = NALP1 inflammasome inhibitors in reconstituted yeast, colorimetric, S. cerevisiae, triplicate retest; 0.61% of 280,000 active; inhibition, % at 10 µM; AID 2071, 2009; S. cerevisiae NALP1/ASC/caspase-1 growth, X-gal OD620, 72 h; in the data active means inhibition mostly above about 24%, no sharp cut-off; inactive means mostly below about 32%; further: some compounds called inactive have numbers as strong as hits
# MEKK2 WT-MEK5 = modulators of MEK5 binding to wildtype MEKK2, primary screen, biochemical, multiplex bead flow cytometry, Alexa488-MEK5; 1.1% of 290,000 active; Alexa488-MEK5 binding to MEKK2 WT; actives lie on both sides; Mitogen-activated protein kinase kinase kinase 2 (Homo sapiens), Q9Y2U5; binding response (% of control), % at 10 µM; AID 1531, 2009; in the data active means binding response below about 67% or above about 130%
# UBC9 SUMO inh = inhibitors of in vitro SUMOylation cascade, primary screen, biochemical, HTRF, uHTS. inhibition, % at 35 µM. SUMO-conjugating enzyme UBC9 (Homo sapiens), P63279. 0.36% of 290,000 active. AID 2006, 2009. HTRF SUMOylation assay, SAE1/SAE2 + UBC9; in the data active means inhibition above about 50%, passing the limit was not always enough; further: strong numbers were not always called active
# Target sequence (P63279 whole entry, looked up): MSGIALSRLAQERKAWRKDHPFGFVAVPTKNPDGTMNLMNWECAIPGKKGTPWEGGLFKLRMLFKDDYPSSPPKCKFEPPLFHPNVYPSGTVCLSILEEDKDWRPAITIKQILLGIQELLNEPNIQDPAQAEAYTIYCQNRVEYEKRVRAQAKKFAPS
# IMP-1 inhibitor = IMP-1 metallo-beta-lactamase inhibitors, primary screen, biochemical, epi-absorbance readout, Pseudomonas aeruginosa enzyme. purified IMP-1, nitrocefin hydrolysis, epi-absorbance fluorescence. inhibition, % at 5.6 µM. 0.45% of 290,000 active;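 active means inhibition above the mean plus 3 SD of all compounds in the same screening run, cut at about 4.5% in these data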;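 further: 0% = IMP-1 with DMSO and 100% = DMSO wells lacking enzyme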
#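 Assay system: purified recombinant IMP-1 beta-lactamase. Input: IMP-1 0.2 nM before substrate addition. Buffer or medium: Zinc- and detergent-supplemented HEPES buffer, pH 7.1. Schedule: 25 °C, 15 min preincubation, 25 min reaction. Signal: Epi-absorbance fluorescence, 480 nm excitation, 530 nm emission. Evaluation: percent inhibition from optical density relative to buffer-blank wells.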
# HCV NS3 hel inh = inhibitors of HCV NS3 helicase, primary screen, biochemical, Cy5 molecular beacon fluorescence | Hepatitis C virus NS3 helicase | NS3 helicase DNA unwinding | inhibition, % at 10.9 µM | 0.56% of 290,000 active | AID 1800, 2009;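 active means inhibition above the mean of all tested compounds plus 3 SD, set per campaign, cut at about 35% in these data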;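 further: 0% = DMSO wells and 100% = thioflavine S control wells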
#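 assay system = NS3 helicase fragment of HCV | buffer or medium = MOPS pH 6.5, MgCl2, DTT, Tween20, BSA | timing = 60 min unwinding reaction at 25 °C after ATP addition | signal = Cy5 beacon fluorescence read at start and 1 h | read-out basis = % inhibition of unwinding | control set = low DMSO, high thioflavine S at 110 µM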
# VIM-2 inhibitor = VIM-2 metallo-beta-lactamase inhibitors, primary screen, biochemical, epi-absorbance readout, Pseudomonas aeruginosa enzyme; 0.89% of 290,000 active; inhibition, % at 5.6 µM; purified VIM-2, nitrocefin hydrolysis, epi-absorbance fluorescence;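 active means inhibition above the mean of all tested compounds plus 3 SD, cutoff set per screening run, cut at about 7.5% in these data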;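 further: red hydrolysis product quenches plate fluorescence so inhibitors raise well fluorescence; 0% = enzyme with DMSO and 100% = DMSO without enzyme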
# MEKK2 mut-MEK5 = MEK5 binding signal on mutant MEKK2 PB1, primary screen, biochemical, multiplex bead flow cytometry, Alexa488-MEK5; Alexa488-MEK5 binding to MEKK2 mutant; percent response, % at 10 µM; 0.35% of 290,000 active; in the data active means percent response above about 24%, passing the limit was not always enough; further: inactives centre near 1; some results filed as inactive read as strong as hits
# M18AAP inhibitor = PfM18AAP inhibitors, malaria aminopeptidase, primary screen, biochemical, QFRET, recombinant enzyme; AID 1822, 2009; 1.2% of 290,000 active; M18 aspartyl aminopeptidase (Plasmodium falciparum 3D7); H-Glu-NHMec fluorogenic cleavage; inhibition, % at 7.35 µM;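 active means inhibition above the campaign mean inhibition over all tested compounds plus 3 SD, cut at about 28% in these data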;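 further: 0% = plate median of test compound wells and 100% = 2 mM ZnCl2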
# DNA FID counter = compounds displacing fluorescent DNA intercalator, primary screen, artefact control for HCV NS3 helicase inhibitor project, biochemical, FID fluorescence | DNA fluorescent intercalator displacement | inhibition, % at 7.9 µM | 0.17% of 290,000 active | AID 1845, 2009; in the data active means inhibition above about 37%;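 further: 0% = vehicle and 100% = reference compound; higher means more ethidium bromide displaced from hairpin DNA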
# Numbers without * were called inactive; x = no result given. This is a random part of the collection; about 4.7% have a hit in one of these screens.
Structure	NALP1 inh	MEKK2 WT-MEK5	UBC9 SUMO inh	IMP-1 inhibitor	HCV NS3 hel inh	VIM-2 inhibitor	MEKK2 mut-MEK5	M18AAP inhibitor	DNA FID counter
CC(=O)c1cccc(CN2CCCC(CCC(=O)NCc3ccc(F)c(F)c3)C2)c1 (centres undefined)	0	97	16	-1.8	-5	0.0	-10	8	15
CC(C)CNC(=O)c1cc([N+](=O)[O-])ccc1N1CCCCC1	21	105	-7	-4.4	5	-1.5	0	3	-11
COC(=O)c1ccc(C(C(=O)NC2CCCCC2)N(Cc2ccc(F)cc2)C(=O)Cc2cccs2)cc1 (centres undefined)	11	100	-9	-3.5	-19	-4.7	-2	-1	-8
CCCOc1cccc(C2C(C(=O)c3cc4ccccc4o3)=C(O)C(=O)N2c2cc(C)on2)c1 (centres undefined)	-30	95	3	0.2	29	-0.6	-2	19	-32
CCCN(CCC)CC(O)Cn1c2ccccc2c2ccccc21 (centres undefined)	22	113	12	-2.7	-25	-0.7	8	4	11
Cc1ccc(S(=O)(=O)N2CCOCC2)cc1C(=O)Nc1ccc(-c2cn3ccsc3n2)cc1	40	99	11	-2.4	2	-2.3	-2	4	-28
COc1ccc(CNC(=O)C2CCC(CNC(=O)[C@@H]3Cc4ccccc4CN3)CC2)cc1 (some centres undefined)	3	98	6	-0.4	-5	-0.1	-2	-6	5
CCNC(=S)/N=C(\N)Nc1nc(C)c2cc(C)ccc2n1	-5	99	-16	-0.2	0	1.5	0	6	7
O=C(Oc1ccc(F)cc1C(=O)/C=C/c1cccs1)c1cccc([N+](=O)[O-])c1	8	99	-1	-1.0	-5	0.6	4	13	7
O=C1N(Cc2ccccc2)CCCC12CCCN(Cc1ccccc1)C2=O	-4	91	20	3.4	0	0.6	-10	5	-26
O=C(CNc1cc(S(=O)(=O)N2CCCC2)ccc1OCC(F)(F)F)Nc1ccc(SC(F)F)cc1	28	115	-35	-3.6	-6	-2.4	1	3	-15
Cc1ccc(C(=O)OCC(=O)NC(=O)c2cccn2C)cc1	8	101	16	-1.7	-2	-2.4	5	2	-5
COc1ccc([N+](=O)[O-])cc1NC(=O)c1ccc(CN(c2ccc(C)c(C)c2)S(C)(=O)=O)cc1	27	98	-2	-4.9	-24	-3.5	-3	3	8
CCn1c(SCC(=O)N2CCOCC2)nnc1-c1cccs1	-26	106	13	0.5	1	2.5	5	-4	-3
CC(=O)c1cccc(NC(=O)c2ccc(N(Cc3ccccc3C)S(C)(=O)=O)cc2)c1	-5	103	-22	-4.2	-14	-2.7	3	-3	-26
Oc1ccccc1-c1csc(-c2ccccc2)n1	-3	105	8	-1.3	-4	-0.6	7	-8	3
CC(C)(C)C1CCC(=NNC(=O)c2cc(-c3ccccc3)n[nH]2)CC1 (centres undefined)	22	96	-8	-0.9	-13	-4.1	-3	7	-4
Cc1cc(C)n(-c2nc(NC(C)C)nc(NC(C)C)n2)n1	20	105	23	-2.3	2	-4.3	-1	5	-17
O=C(NCc1ccccc1Cl)C1CCN(S(=O)(=O)c2ccc(N3CCCC3=O)cc2)CC1	15	96	6	-2.8	4	-2.9	-1	6	-45
CC/C(=N\NC(=O)Cc1ccc(Br)cc1)c1cccs1	6	94	-4	-5.2	-1	-2.8	2	-4	-20
COc1ccccc1N(C)S(=O)(=O)c1ccc(C(=O)O)cc1	-7	99	1	-3.8	-1	-2.2	-3	3	-3
CC1CCN(C(=S)Nc2ccc3nc4n(c(=O)c3c2)CCCCC4)CC1	18	102	7	-3.6	-8	-0.4	0	2	-18
Cc1ccc(C(=O)OCC(=O)Nc2sc3c(c2C#N)CCCC3)cc1NC(=O)c1ccco1	14	94	21	1.6	23	-5.3	2	14	-34
Fc1ccc(-c2nnc(SCc3ncc(-c4ccccc4)o3)n2CC2CCCO2)cc1 (centres undefined)	2	114	18	-2.7	-1	-2.1	6	3	-26

# Record cards, from the list above. Screens in order: NALP1 inh	MEKK2 WT-MEK5	UBC9 SUMO inh	IMP-1 inhibitor	HCV NS3 hel inh	VIM-2 inhibitor	MEKK2 mut-MEK5	M18AAP inhibitor	DNA FID counter
# CC(C)CNC(=O)c1cc([N+](=O)[O-])ccc1N1CCCCC1 reads 21	105	-7	-4.4	5	-1.5	0	3	-11
# COc1ccccc1N(C)S(=O)(=O)c1ccc(C(=O)O)cc1 reads -7	99	1	-3.8	-1	-2.2	-3	3	-3

# New compounds follow:
Structure	NALP1 inh	MEKK2 WT-MEK5	UBC9 SUMO inh	IMP-1 inhibitor	HCV NS3 hel inh	VIM-2 inhibitor	MEKK2 mut-MEK5	M18AAP inhibitor	DNA FID counter
CCOC(=O)c1c(NC(=O)c2nc3n(n2)C(C(F)F)CC(C)N3)sc2c1CCCC2 (centres undefined)	9	94	14	1.2	2	-1.2	1	4	-7
Nc1nnc(-c2ccccc2)c(-c2ccccc2)n1	37	102	6	-5.3	-5	0.1	1	4	-1
Cc1nnc(-c2ccccc2)nc1N1CCOCC1	8	110	-9	-1.7	8	0.5	14	-11	-3
CC(C)[C@H](NC(=O)N1c2ccccc2NC(=O)[C@@H]1C(C)C)C(=O)N[C@@H](C(=O)O)c1ccccc1	10	101	6	-2.2	4	-3.4	2	-1	-31
Cc1cc(NC(=O)CCC(=O)N(C(C(=O)NC(C)(C)C)c2ccccc2Cl)C(C)(C)C)no1 (centres undefined)	-9	98	7	-2.8	-13	2.7	-1	-5	-49
O=C(CSc1nc2ccccc2n1-c1ccccc1)NCC1CCCO1 (centres undefined)	-1	101	12	-0.4	-1	-0.2	-6	-8	-23
COc1ccc(NC(=O)CS(=O)(=O)c2ccccc2)cc1	15	109	-2	-5.9	-2	-0.3	4	-1	-1
CC1CCCC(NC(=O)COC(=O)[C@@H]2CC(O)CN2S(=O)(=O)c2ccc3c(c2)OCCO3)C1C (some centres undefined)	15	113	6	-2.8	-11	-3.7	15	2	-26
Cc1cc(-c2ccccc2)n2ncc(C#N)c2n1	-7	104	41	-4.0	4	-2.3	6	-8	2
CCOC(=O)c1ccc(NC(=O)Nc2ccc(S(N)(=O)=O)cc2)cc1	5	97	2	-2.4	0	-0.3	0	2	0
COc1cccc(NC(=S)N2CCc3cc(OC)c(OC)cc3C2COc2ccc3c(C)cc(=O)oc3c2)c1 (centres undefined)	10	102	-6	-2.9	-40	-1.0	25	-1	14
CCOc1ccc(C2CC(=O)NC(SC)=C2C#N)cc1 (centres undefined)	7	106	3	-1.9	-3	-3.0	8	-2	2
O=S(=O)(Cc1cccc(F)c1)c1c[nH]c2ccccc12	-20	96	4	-3.3	-6	-5.0	-3	3	-1
CCOC(=O)c1c(C)c(C(=O)NC(C)COC)c(C)n1C (centres undefined)	x	100	-6	-3.0	-2	-1.0	2	8	-11
COc1ccc(-c2c(=O)n(OCc3ccccn3)c3ccccc3[n+]2[O-])cc1OC	4	101	15	-10	2	0.9	2	1	2
CN1c2ccccc2C2(C)CCCC3=Cc4cc([N+](=O)[O-])cc([N+](=O)[O-])c4OC312 (centres undefined)	15	96	4	-1.3	12	-0.5	5	11	1
CN(C)c1cc(-c2ccc(Cl)cc2Cl)oc(=O)c1Cl	-4	88	25	0.5	3	2.5	-7	-7	-11
Cc1nc2ncnn2c(C)c1CCC(=O)Nc1csc(N)n1	10	95	8	-2.0	-5	-2.5	-1	-3	-4
O=S(=O)(c1ccc(-c2csc(-c3cccnc3)n2)cc1)N1CCCCC1	-76	102	-10	-0.5	-4	-3.2	1	2	-17
CC1CC(C)CN(S(=O)(=O)c2ccc3oc(=O)ccc3c2)C1 (centres undefined)	8	105	0	-2.8	7	-2.8	7	2	-15
COc1ccc(-n2nnnc2SCC(=O)NNC(=O)c2ccc([N+](=O)[O-])cc2)cc1	36	119	8	-3.6	2	-3.4	27	4	3
CC(=O)Nc1cc2c(ccc3ccccc32)oc1=O	-10	96	11	-3.5	5	-2.0	4	2	-1
CC(C)(C)NC(=O)Cn1c(Cl)nc2ccccc21	24	90	12	0.4	-5	-3.5	-10	-1	4
Cc1ccc2oc(=O)c3cnn(CC(=O)NCCN4CCOCC4)c3c2c1	9	107	-14	-1.7	-7	-0.9	3	-3	0

# Single entries from the results shown:
# DNA FID counter, O=S(=O)(c1ccc(-c2csc(-c3cccnc3)n2)cc1)N1CCCCC1 = -17
# HCV NS3 hel inh, CN1c2ccccc2C2(C)CCCC3=Cc4cc([N+](=O)[O-])cc([N+](=O)[O-])c4OC312 (centres undefined) = 12
# IMP-1 inhibitor, Cc1nc2ncnn2c(C)c1CCC(=O)Nc1csc(N)n1 = -2.0
# M18AAP inhibitor, COc1ccc(-n2nnnc2SCC(=O)NNC(=O)c2ccc([N+](=O)[O-])cc2)cc1 = 4

# The listing continues:
Structure	NALP1 inh	MEKK2 WT-MEK5	UBC9 SUMO inh	IMP-1 inhibitor	HCV NS3 hel inh	VIM-2 inhibitor	MEKK2 mut-MEK5	M18AAP inhibitor	DNA FID counter
Cc1cccc(NC(=O)NC(C)C(c2ccccc2)N2CCN(C)CC2)c1 (centres undefined)	13	99	6	-2.2	-8	-1.7	1	2	12
COC(=O)c1ccc(NC(=O)c2nc(S(=O)(=O)Cc3cccc(C)c3)ncc2Cl)cc1	9	101	5	0.8	-13	0.2	-1	-98	-16
O=[N+]([O-])c1cccc(Oc2cnccn2)c1	3	103	-2	-4.1	12	-1.9	3	-4	-1
CC(C)c1ccc(/C=N/NC(=O)CC(=O)NC2CCCCC2)cc1	1	97	2	-2.1	8	-2.5	-7	0	-6
CCn1c(N2CCN(C(=S)NC)CC2)nc2ccccc21	5	91	12	-0.8	-1	0.7	-3	-1	-5
CN(C)c1ccc(P(=O)(OCc2ccccc2)C(O)c2ccc(Cl)cc2)cc1 (centres undefined)	9	103	4	0.1	-11	-2.8	1	0	-26
COc1nc(N2CCCCCC2)nc(N2CCCCCC2)n1	-5	96	-6	-2.8	0	0.5	-2	4	0
COc1ccc(C2c3ccc(O)cc3Oc3ncn(CC(C)C)c(=N)c32)cc1 (centres undefined)	8	102	7	0.2	3	-0.6	-6	4	-8
NS(=O)(=O)c1ccc(CCNC(=O)COC(=O)CN2C(=O)C3CCCCC3C2=O)cc1 (centres undefined)	-17	89	12	-0.9	-10	0.6	-7	-6	-2
CCCCOC(=O)Nc1nnc(CCOCC)s1	7	106	15	-4.8	5	-1.6	7	-3	-9
COc1ccc(-c2noc(CNC(=O)CCN3C(=O)[C@H]4CC=CC[C@H]4C3=O)n2)cc1	-2	98	4	-0.8	-4	1.5	-1	-6	-25
Cc1c(C(=O)O)nnn1-c1nonc1N	5	95	4	-1.6	-22	-4.5	-6	0	3
COc1nn(C(C)C(=O)N2N=C(C(F)F)CC2(O)C(F)F)cc1[N+](=O)[O-] (centres undefined)	4	101	16	-2.9	4	-2.8	2	-4	0
